Thrombin inh: blocks human thrombin protease activity; P00734; alpha-thrombin, Boc-VPR-AMC fluorogenic substrate cleavage; inhibition, % at 5 µM; hit rate 0.26% among 220,000;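 active means inhibition at or above 40%; inactive means inhibition below 40%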;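 further: 0% = enzyme with no compound and 100% = wells without enzyme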
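System: Human alpha-thrombin protein | Medium: pH 7.5 Tris (50 mM) with NaCl 150 mM, Tween 20 0.05% | Times: Enzyme reaction carried out at room temperature | Detection: AMC fluorescence, 355/460 nm | Evaluation: Percent inhibition scaled between no-compound controls and no-enzyme blanks | Benchmarks: Enzyme without compound as high, wells lacking enzyme as low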
Runt-CBFb FRET: Runt domain-CBFb interaction inhibition. Cerulean-Runt/Venus-CBFb FRET ratio 530/480, 1 h. hit rate 0.46% among 220,000. Q01196+Q13951. inhibition, % at 20 µM;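 active means inhibition over about 50% at 20 µM in the single-dose screen, limit read from the data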;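 further: 0% = DMSO wells and 100% = excess unlabeled CBFb competitor control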
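Assay system: Cerulean-Runt domain / Medium: Tris 50 mM pH 7.5, KCl, K2SO4, 0.01% BSA / Timing: protein complex preformed 1 h, compound exposure 1 h, room temperature, dark / Measured by: FRET, excitation 422 nm, emission at 530 and 480 nm / Evaluation: loss of energy transfer signal / Control set: 5 µM unlabeled CBFb as full-inhibition high control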
Wee1 stabilizer: blocks degradation of human Wee1 kinase; HeLa Luc-Wee1K328M stability, luciferase luminescence; 100% = proteasome inhibitor MG132 effect; reporter increase, % at 5 µM; hit rate 1.2% among 220,000; P30291;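 active means activation above the mean of all tested compounds plus 3 SD, set per screening run, cut at about 8.8% in these data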;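 further: cells exposed to compound for 20 h before luminescence read; 0% = DMSO alone and 100% = MG132 at 30 µM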
Runt-SMMHC FRET: inhibitors of human RUNX1 Runt domain binding to CBFb-SMMHC. inhibition, % at 20 µM. AID 1434. hit rate 0.74% among 220,000. Q01196+Q13951. Cerulean-Runt/Venus-CBFb-SMMHC FRET ratio 530/480, 1 h;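 active means mean inhibition across duplicate retests at 20 µM reaching about 50%, limit read from the data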;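 further: 0% = DMSO wells and 100% = wells with excess untagged CBFb-SMMHC; inhibitors lower the FRET ratio by blocking Runt binding to CBFb-SMMHC; some results filed as inactive read as strong as hits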
FXIa inh 1536: inhibitors of human coagulation factor XIa; purified FXIa, Boc-Glu-Ala-Arg-AMC fluorogenic substrate; inhibition, % at 5 µM; hit rate 0.14% among 220,000;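 active means inhibition of at least 40%; inactive means inhibition below 40%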;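 further: fluorescence of freed AMC excited at 355 nm; 0% = enzyme without compound and 100% = no enzyme blank; many of its hits are not listed in these tables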
Hck Nef HTS: human Hck-Nef kinase inhibition. P08631. Recombinant Hck-YEEI plus Nef, Z-Lyte FRET kinase assay. inhibition, % at 20 µM. hit rate 0.68% among 220,000. AID 463187;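 active means Hck-Nef kinase inhibition above about 50%, limit read from the data; inactive means inhibition below that limit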;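 further: 0% = DMSO with Hck plus Nef and 100% = Hck alone without Nef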
Target sequence (P08631 whole entry, looked up): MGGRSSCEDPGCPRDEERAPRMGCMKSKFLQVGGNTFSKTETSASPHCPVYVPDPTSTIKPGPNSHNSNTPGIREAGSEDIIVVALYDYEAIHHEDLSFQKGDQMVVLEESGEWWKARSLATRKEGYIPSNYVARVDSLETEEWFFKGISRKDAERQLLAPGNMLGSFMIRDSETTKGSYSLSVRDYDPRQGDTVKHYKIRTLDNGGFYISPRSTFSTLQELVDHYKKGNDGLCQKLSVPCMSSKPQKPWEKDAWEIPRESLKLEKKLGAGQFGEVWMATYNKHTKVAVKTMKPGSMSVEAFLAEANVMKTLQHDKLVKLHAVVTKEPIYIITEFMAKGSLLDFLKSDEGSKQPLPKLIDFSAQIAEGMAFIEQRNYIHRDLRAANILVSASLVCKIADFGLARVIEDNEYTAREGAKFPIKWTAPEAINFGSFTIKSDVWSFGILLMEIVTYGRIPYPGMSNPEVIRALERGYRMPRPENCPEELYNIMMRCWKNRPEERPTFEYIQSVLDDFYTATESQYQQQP
hK5 inh: blocks human kallikrein 5 protease activity. Q9Y337. recombinant hK5, fluorogenic AMC substrate cleavage. hit rate 0.59% among 210,000. AID 873. inhibition, % at 5 µM;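 active means inhibition of 40% or more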;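 further: 0% = enzyme controls without compound and 100% = no-enzyme blanks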
FXIIa inh 1536: factor XIIa (human) inhibition; hit rate 0.3% among 220,000; P00748; inhibition, % at 5 µM; purified FXIIa, Boc-QGR-AMC fluorogenic substrate, 2 h; in the data active means inhibition above about 40%;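 further: 0% = enzyme with no compound and 100% = blank without enzyme; many of its hits are not listed in these tables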
Target sequence (P00748 20-372 limits assumed): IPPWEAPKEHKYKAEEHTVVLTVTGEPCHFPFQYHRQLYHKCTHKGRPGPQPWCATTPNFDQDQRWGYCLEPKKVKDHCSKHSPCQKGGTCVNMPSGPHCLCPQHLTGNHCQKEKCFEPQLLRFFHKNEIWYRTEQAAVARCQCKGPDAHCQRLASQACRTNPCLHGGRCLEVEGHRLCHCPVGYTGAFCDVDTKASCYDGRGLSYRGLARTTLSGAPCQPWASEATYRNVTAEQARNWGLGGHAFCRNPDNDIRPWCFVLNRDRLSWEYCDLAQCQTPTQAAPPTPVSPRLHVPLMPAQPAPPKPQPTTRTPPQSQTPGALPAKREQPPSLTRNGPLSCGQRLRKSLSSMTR
Target sequence (P00748 373-615 limits assumed): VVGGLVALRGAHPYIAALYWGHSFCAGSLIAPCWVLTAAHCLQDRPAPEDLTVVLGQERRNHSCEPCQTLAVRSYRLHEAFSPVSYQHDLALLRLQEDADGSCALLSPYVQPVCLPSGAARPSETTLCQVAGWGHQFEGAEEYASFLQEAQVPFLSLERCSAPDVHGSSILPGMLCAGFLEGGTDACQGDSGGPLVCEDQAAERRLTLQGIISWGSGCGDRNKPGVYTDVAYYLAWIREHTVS
14-3-3 Bad PPI: disrupts binding of bovine 14-3-3 zeta to phospho-Bad peptide. P63103. TR-FRET 14-3-3zeta/Dy647-pBad peptide displacement, 1 h. inhibition, % at 21.7 µM. hit rate 0.71% among 220,000;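 active means inhibition above about 70%, limit read from the data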;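 further: 0% = full 14-3-3 plus peptide FRET controls and 100% = background without 14-3-3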
* hit, by the source's call; nt = not tested or not shown; [ ] = remark or other dose.

entry | Compound | FXIa inh 1536 | Runt-CBFb FRET | Runt-SMMHC FRET | 14-3-3 Bad PPI | Wee1 stabilizer | Hck Nef HTS | Thrombin inh | hK5 inh | FXIIa inh 1536
1 | O=C(Nc1ccc(F)cc1F)c1ccc(-n2cccn2)nc1 | -4 | 2 | 0 | -7 | -3 | 15 | -2 | 0 | 4
2 | CC(=O)NC(=S)Nc1ccc(S(=O)(=O)N2CCOCC2)cc1 | -5 | -1 | 1 | -7 | 2 | -10 | 1 | -19 | 20
3 | CCOC(=O)c1c(C)nc2cc(C)cc(C)n12 | 1 | -2 | 0 | -24 | -1 | 7 | 0 | -11 | 5
4 | Cc1ccc(SCc2cc(-c3ccc(Cl)cc3)no2)cc1 | -3 | -1 | 3 | -14[fluorescence artefact?] | 0 | 2 | -3 | -11 | 3
5 | Cc1cccc(NC(=O)CCC(=O)N/N=C/c2ccco2)c1 | -2 | 2 | 1 | -15 | -4 | 2 | -6 | -24 | 6
6 | CCCCCCCCCCCCCCCC(=O)NCCc1c[nH]c2ccccc12 | 4 | -1 | -2 | -5 | -2 | 1 | -2 | 7 | 12
7 | COc1ccc(OC)c(C2CC(=O)Nc3n[nH]c(-c4ccccc4)c32)c1 (stereo not drawn) | -3 | nt | nt | -6 | -3 | 19 | -10 | -1 | 2
8 | Cc1cccc(NS(=O)(=O)c2cc([N+](=O)[O-])ccc2C)n1 | 1 | 1 | -1 | -1 | -1 | -2 | 4 | 3 | 15
9 | CCOC(=O)C(=O)Nc1ccc(S(=O)(=O)Nc2ncccn2)cc1 | 4 | 0 | 1 | -7 | 0 | 0 | 21 | 17 | 3
10 | Cc1ccc(NCC(=O)N/N=C/c2c[nH]c3ccccc23)cc1 | -3 | 0 | 0 | -3 | -1 | 12 | -8 | -7 | 2
11 | O=C(CSc1nnc(-c2ccc(F)cc2)o1)Nc1ccc(S(=O)(=O)N2CCCC2)cc1 | 1 | -2 | 1 | 4 | 3 | 2 | -4 | -20 | 10
12 | COc1cccc(CNC(=O)CCC2CCCN(C(=O)C3CCOCC3)C2)c1 (stereo not drawn) | 1 | -1 | 3 | 0 | -2 | 3 | 2 | nt | 10
13 | COc1ccc(CN(CC2CCC(C(=O)O)CC2)C(=S)Nc2cc(C)ccc2C)cc1 (stereo not drawn) | 19 | -2 | 1 | -14 | 3 | 24 | -10 | 23 | 13
14 | O=C(/C=C/c1ccc([N+](=O)[O-])s1)N1CCCCC1 | 4 | 2 | -3 | 15 | 2 | -50 | 13 | 8 | 10
15 | O=C1S/C(=C/c2ccc(N3CCOCC3)o2)C(=O)N1Cc1ccc(F)cc1 | 4 | 9 | 59 | 20[fluorescence artefact?] | 1 | 0 | 3 | 1 | 9
16 | COc1ccc2c(c1OC)C(=O)N1c3ccccc3C(=O)N(c3ccccc3F)C21 (stereo not drawn) | -20 | 0 | 2 | 1[fluorescence artefact?] | 0 | 0 | 0 | 6 | 11
17 | O=[N+]([O-])c1cccc(Nc2c3ccccc3nc3ccccc23)c1 | -5 | nt | nt | 6 | 3 | 64* | -22 | -4 | 2
18 | COc1cc(-c2[nH]ncc2CN2CCN(c3cccc(C)n3)CC2)cc(OC)c1OC | -1 | -2 | 1 | -6 | -4 | -16 | -8 | -2 | 6
19 | Cc1ccc(Nc2nc3ccccc3nc2Nc2c(C)n(C)n(-c3ccccc3)c2=O)cc1 | 1 | -45 | -51 | 2[fluorescence artefact?] | 2 | -2 | -3 | -9 | 10
20 | Cc1ccc(-c2nnnn2-c2ccc(C)cc2)cc1 | -8 | -1 | -4 | 0 | 2 | -5 | -5 | -11 | 2
21 | CS(=O)(=O)c1ccccc1-c1nc(-c2ccc([N+](=O)[O-])cc2)no1 | 0 | 0 | -2 | -6 | -2 | 22 | -8 | 2 | 11
22 | CCOc1ccc(N2C(=O)C3=C(C(c4ccc(Cl)cc4)=NCCN3)C2c2cccnc2)cc1 (stereo not drawn) | 3 | -2 | -4 | -5 | 1 | -32 | 2 | 4 | 0
23 | NNc1nc(C(F)(F)F)nc2ccccc12 | 4 | 0 | 0 | -9 | 1 | 7 | 2 | 4 | 11
24 | O=C(N/N=C/c1ccc(Sc2nc3ccccc3[nH]2)o1)c1ccncc1 | 8 | 0 | 3 | -8 | 1 | 8 | -1 | -13 | 8

Reprinted at random: 2 entries already listed
entry | Compound | FXIa inh 1536 | Runt-CBFb FRET | Runt-SMMHC FRET | 14-3-3 Bad PPI | Wee1 stabilizer | Hck Nef HTS | Thrombin inh | hK5 inh | FXIIa inh 1536
20 | Cc1ccc(-c2nnnn2-c2ccc(C)cc2)cc1 | -8 | -1 | -4 | 0 | 2 | -5 | -5 | -11 | 2
19 | Cc1ccc(Nc2nc3ccccc3nc2Nc2c(C)n(C)n(-c3ccccc3)c2=O)cc1 | 1 | -45 | -51 | 2[fluorescence artefact?] | 2 | -2 | -3 | -9 | 10

Later entries
entry | Compound | FXIa inh 1536 | Runt-CBFb FRET | Runt-SMMHC FRET | 14-3-3 Bad PPI | Wee1 stabilizer | Hck Nef HTS | Thrombin inh | hK5 inh | FXIIa inh 1536
25 | N#CC(c1ccc(F)cc1)c1ccc(C(=O)c2ccccc2)cc1 (stereo not drawn) | 4 | 2 | -5 | 10 | -1 | 1 | -10 | -2 | 12
26 | COc1cccc(OCCCCCCN2CCOCC2)c1 | 7 | 2 | 6 | -7 | -1 | 3 | -4 | -15 | 11
27 | CCOC(=O)c1c(/N=C/N(C)C)sc(/C=N/Nc2ccccc2)c1-c1ccccc1Cl | 3 | 29 | 44 | -10[fluorescence artefact?] | 0 | 5 | -10 | -4 | 11
28 | CCSc1nnc(NC(=O)Cc2ccc(OC)c(OC)c2)s1 | -4 | nt | 0 | 1 | -3 | 1 | 1 | -7 | 11
29 | Cc1nnc(-c2ccc(Oc3ccc(C)c(C)c3)c([N+](=O)[O-])c2)o1 | 20 | -9 | -10 | 6 | 6 | 0 | 5 | -3 | 22
30 | C=CCOc1cccc(C2C(C(=O)c3ccco3)=C(O)C(=O)N2Cc2ccncc2)c1 (stereo not drawn) | 8 | 2 | 0 | 28 | -1 | -1 | 0 | -9 | 3
31 | Cc1ccc(-n2c(SCC(=O)NCC3CCCO3)nc3c(c2=O)SCC3)cc1 (stereo not drawn) | -10 | 0 | -1 | -5[fluorescence artefact?] | -1 | -1 | 26 | -10 | 1
32 | C/C(CC(=O)Nc1ccc2c(c1)OCO2)=N\NC(=O)C(c1ccccc1)c1ccccc1 | 5 | 4 | 1 | 7[fluorescence artefact?] | -2 | 0 | -2 | -6 | 13
33 | Cc1cccc(-c2cc3nc4c(c(N5CCOCC5)n3n2)CCCC4)c1 | -4 | -7 | 0 | -5 | -3 | 1 | 0 | -2 | 8
34 | COc1ccccc1-c1cc(C(=O)NCc2ccccc2)no1 | -1 | -4 | 0 | 1[fluorescence artefact?] | -1 | 6 | -1 | -5 | 4
35 | Cc1cccc(C)c1NC(=O)CSc1nnc(C)n1-c1ccccc1 | -3 | 0 | -4 | -2 | -1 | 7 | -3 | -7 | 7
36 | Cc1nn(-c2ccccc2)c(C)c1C(=O)OCC(=O)N1CC(=O)Nc2ccccc21 | 8 | 0 | -1 | 24[fluorescence artefact?] | 1 | 1 | 6 | -16 | 14
37 | CCOC(=O)CC(=O)CSCC(=O)Nc1ccc(C)cc1 | -4 | 1 | 3 | -1 | 0 | 1 | -3 | -4 | 7
38 | COc1cc(/C=N/NC(=O)c2cccs2)ccc1OCc1ccccc1 | 0 | 0 | 1 | 6 | 0 | -1 | -1 | -7 | 1
39 | CC1C(=O)Nc2ccccc2N1C(=O)c1ccccc1 (stereo not drawn) | -4 | -1 | -2 | -10 | 0 | 22 | -5 | -2 | 5
40 | O=C(O)c1ccc(N2C(=O)/C(=C/c3ccc(-c4ccc([N+](=O)[O-])cc4)o3)C=C2c2ccccc2)cc1 | -4 | 11 | -44 | 94* | -1 | 72* | -24 | -1 | 5
41 | CC(=O)c1cc(N2CCOCC2)ccc1[N+](=O)[O-] | -5 | -4 | -2 | -4 | 3 | -5 | 3 | -19 | -4
42 | Cc1cc(C)nc(SCC(=O)Nc2ccc(S(=O)(=O)N3CCCCC3)cc2)n1 | -3 | 0 | -1 | -11 | -2 | 0 | -3 | -3 | 6
43 | CN(C)C(=O)COC(=O)c1ccc(S(=O)(=O)NCc2ccco2)cc1 | -3 | 1 | -2 | 6 | 2 | 3 | 0 | -6 | 1
44 | CSc1ccccc1NC(=O)NCCCl | -7 | -1 | 3 | -1 | -1 | -3 | -8 | -3 | nt
45 | CN(c1ccccc1)c1ccc(/C=C/[N+](=O)[O-])cc1 | 6 | -55 | -240 | -6 | -2 | 8 | 3 | -5 | 12
46 | CCOC(=O)c1cnc2cc(-c3ccc(Cl)cc3)nn2c1N | 3 | 1 | 0 | 18 | -2 | 5 | 4 | -4 | 20
47 | C=CCNC(=O)CC(C)C(CCCCC)C(=O)O (stereo not drawn) | 2 | 2 | 1 | 8 | 0 | 2 | 1 | -9 | 20
48 | Cc1ccc(NC2=C/C(=N/S(=O)(=O)c3cccs3)c3ccccc3C2=O)cc1C | -4 | -2 | -3 | -4 | 4 | 1 | -2 | -11 | 5
49 | CCN(CC)S(=O)(=O)c1ccc(-c2nnc(SCC(=O)N3c4ccccc4CC3C)n2CC)cc1 (stereo not drawn) | 8 | -2 | -2 | -13 | -1 | 0 | 0 | -18 | 12
50 | Cc1ccnc(NC(=O)c2ccc3c(c2)C(=O)N(CC2CCCO2)C3=O)c1 (stereo not drawn) | -1 | 1 | -3 | -9 | 8 | 3 | 2 | -18 | 1
51 | COC(=O)c1cc[n+](CC(=O)c2ccccc2)cc1 | -5 | 7 | 9 | -10[fluorescence artefact?] | 1 | -19 | -1 | -21 | 10
52 | CN1CCN(/N=C/c2nc(-c3ccccc3Cl)n3ccccc23)CC1 | 4 | -5 | -5 | 2 | 1 | 2 | -12 | -9 | 10
53 | Cc1cc(C)c2cc(CN(CCO)C(=O)Nc3ccc(F)cc3)c(=O)[nH]c2c1 | -5 | -1 | 3 | -3 | 2 | 0 | -3 | -23 | -1
54 | C/C(=N/Nc1nc(-c2ccccc2F)nc2ccccc12)c1ccccc1O | 0 | -20 | -60 | 7 | -1 | -3 | -7 | -2 | 4
55 | Cc1cc(C)nc(N=Nc2c(O)n(Cc3ccc(Cl)cc3)c3ccccc23)n1 | 14 | -10 | -16 | -5 | -1 | 0 | 0 | -3 | 7
56 | CCOc1ccc(Nc2c3ccccc3nc3ccccc23)cc1 | 4 | 60* | 3 | 2 | 6 | -2 | 4 | 2 | 18
57 | O=S(=O)(NCCc1ccncc1)c1cc(Br)ccc1F | 3 | -1 | -5 | -5 | 1 | 1 | -5 | 5 | 2
58 | Cc1cc(C(C#N)c2ccccc2)n2ncnc2n1 (stereo not drawn) | -8 | 0 | -1 | -15 | 0 | -1 | -4 | -20 | 5
59 | O=S(=O)(c1ccc(Cl)nc1)N1CCc2ccccc21 | -3 | 1 | 1 | -1 | 1 | -1 | -2 | 6 | 9
60 | O=C(CCNc1n[nH]c(=O)[nH]c1=O)N/N=C/c1ccc(C(F)(F)F)cc1 | 15 | -1 | -2 | 1 | -1 | 3 | 3 | -15 | 3
61 | C[n+]1nc(Nc2cccc3ccccc23)sc1-c1ccc(C(=O)O)cc1 | 5 | 4 | 1 | -6 | nt | 31 | 2 | 5 | 9

High-throughput results: PubChem, several laboratories
